Compound activity (PubChem BioAssay)
CaV13 ICDI inh = Disruptors of the CACNA1D IQ motif to Ca2+-dependent inactivation inhibitor domain association, primary screening, Förster resonance energy transfer in intact living …; HEK cells, CFP/YFP FRET ICDI-IQ, plate reader, 10 min; percent FRET-ratio fall versus neutral wells; inhibition, % at 12.3 µM; AID 743397; actives 0.098% (n = 340,000);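 active means mean replicate inhibition of at least 30% and at least 1% of replicates passing that level; inconclusive means only one of the two criteria is met; inactive means neither criterion is met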;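 further: 0% = median of the neutral control wells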
Vif imaging = HIV Vif self-association inhibitors, primary screen, imaging, HEK293T, single point. HEK293T cells, Vif self-association by quenched fluorescence, 24 h. inhibition, % at 7.49 µM. actives 0.35% (n = 340,000). AID 602346, 2012; in the data active means inhibition above about 50%, passing the limit was not always enough; inconclusive means no clear call, values can overlap the other calls; inactive means below about 31%; further: some results filed as inactive read as strong as hits
NR2E3 ag-1 = inhibitors of NR2E3-RetCOR corepressor binding, primary screen, NR2E3 agonist project, biochemical, TR-FRET, GST-NR2E3, biotin-RetCOR | inhibition of corepressor binding, % at 4.78 µM | 1536-well | AID 2300, 2010 | actives 0.12% (n = 320,000);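 active means percent inhibition above the cutoff of mean plus 3 SD of all tested compounds, set per screening campaign, cut at about 20% in these data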;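 further: 0% = DMSO wells and 100% = biotin wells as full block of FRET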
Target sequence (Q9Y5X4 whole entry, looked up): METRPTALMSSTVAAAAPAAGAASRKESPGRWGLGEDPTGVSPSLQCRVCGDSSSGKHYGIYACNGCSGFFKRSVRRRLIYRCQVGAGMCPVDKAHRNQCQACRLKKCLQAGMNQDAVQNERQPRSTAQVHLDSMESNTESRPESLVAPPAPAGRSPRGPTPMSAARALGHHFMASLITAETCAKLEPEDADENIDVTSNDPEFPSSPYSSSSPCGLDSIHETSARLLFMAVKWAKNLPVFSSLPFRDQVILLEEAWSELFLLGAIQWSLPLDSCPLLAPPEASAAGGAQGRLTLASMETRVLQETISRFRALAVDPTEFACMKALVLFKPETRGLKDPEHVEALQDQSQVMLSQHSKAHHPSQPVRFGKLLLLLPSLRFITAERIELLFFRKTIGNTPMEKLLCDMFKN
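Format: 1536-well format; test system: GST-NR2E3 and biotin-RetCOR proteins; read-out basis: percent inhibition of TR-FRET ratio; timing: 5 h incubation at 4 °C; detection: time-resolved FRET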
iPSC survival up = enhancers of single-cell hiPSC survival, primary screen, ATPlite luminescence. 100% = ROCK inhibitor wells, 0% = DMSO. survival enhancement, % at 20 µM. actives 0.044% (n = 360,000). AID 602274, 2012; in the data active means survival enhancement above about 18%;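 further: cells exposed to compounds for 16 hours before the ATP read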
Peg3 prom inh = Peg3 promoter-driven luciferase inhibitors, primary screen, cell-based, HeLa, luciferase luminescence | HeLa PEG-Prom luciferase reporter, overnight | inhibition, % at 20 µM | actives 1.7% (n = 360,000);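 active means inhibition of at least 50% at 20 µM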
HIF-2a inh = HIF-2a reporter inhibitors, primary screen, luminescence, 786-0 RCC cells; 786-0 RCC cells HIF-2a reporter, luciferase luminescence, overnight; actives 0.72% (n = 360,000); inhibition, % at 18.8 µM;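 active means inhibition of the luminescence signal of 40% or more relative to plate controls, in a single-dose primary screen at 18.75 µM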
MITF TRPM1 inh = inhibitors of MITF-dependent TRPM1 promoter reporter, primary screen, cell-based, SK-MEL-5, single point, luciferase; SK-MEL-5 TRPM1 promoter luciferase, 24 h; inhibition, % at 12.5 µM; actives 0.83% (n = 330,000); AID 488899, 2010;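 active means mean inhibition across replicates of 60% or more, whatever share of single replicates reaches that level; inconclusive means some that reach 60%, reason not given; inactive means mean inhibition across replicates below 60%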; further: values of inactives mirror those of a sister screen read the other way
Exocytosis inh = LAMP-1 surface exposure blockers, TALL-104 cells – cell-based, flow cytometry, MLPCN library, primary screen. inhibition, % at 10 µM. TALL-104 LAMP-1 surface exposure; cells stimulated with thapsigargin and PMA. actives 0.66% (n = 360,000). AID 651702, 2012;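 active means inhibition above about 55%, limit read from the data; inconclusive means no clear call, values can overlap the other calls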
PDI turbidity = inhibitors of human PDI, primary screen, biochemical, turbidity, single point, plate reader | PDI insulin aggregation turbidity, A650, 90 min | actives 0.052% (n = 350,000) | inhibition, % at 10 µM | Protein disulfide-isomerase (Homo sapiens), P07237;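 active means mean inhibition across replicates of 30% or more, whatever share of single replicates reach that level; inconclusive means mean inhibition below 30% while every single replicate reaches 30%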;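 further: absorbance from insulin aggregation driven by PDI reduction with DTT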
Target sequence (P07237 whole entry, looked up): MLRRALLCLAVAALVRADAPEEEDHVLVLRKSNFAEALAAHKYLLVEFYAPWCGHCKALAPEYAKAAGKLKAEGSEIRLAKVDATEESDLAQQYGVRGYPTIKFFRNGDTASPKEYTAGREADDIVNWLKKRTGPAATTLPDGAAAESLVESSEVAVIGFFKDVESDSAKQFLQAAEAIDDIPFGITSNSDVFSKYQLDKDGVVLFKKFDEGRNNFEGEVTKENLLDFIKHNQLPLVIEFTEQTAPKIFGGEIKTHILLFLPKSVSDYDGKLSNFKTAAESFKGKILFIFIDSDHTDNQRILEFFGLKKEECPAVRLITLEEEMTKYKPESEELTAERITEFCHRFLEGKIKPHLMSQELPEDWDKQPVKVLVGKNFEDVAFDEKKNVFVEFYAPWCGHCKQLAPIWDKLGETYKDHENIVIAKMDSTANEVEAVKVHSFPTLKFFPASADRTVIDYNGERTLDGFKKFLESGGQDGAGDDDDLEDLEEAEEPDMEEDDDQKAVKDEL
NR2E3 ag-2 = NR2E3 agonists in two-hybrid cells, primary screen, cell-based, luminescence, CHO-S, Gal4-NCOR/VP16-NR2E3. Photoreceptor-specific nuclear receptor (Homo sapiens), Q9Y5X4. luciferase. inhibition of corepressor binding, % at 3.98 µM. actives 0.35% (n = 360,000). AID 602229, 2012;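 active means inhibition above the mean of all tested compounds plus 3 SD, cut at about 70% in these data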;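 further: 0% = DMSO with NR2E3 transfected cells and 100% = cells lacking NR2E3 construct; higher means lower luciferase signal from less NR2E3 corepressor binding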
aDG glyco act = activators of alpha-DG glycosylation, primary screen, uHTS, Pro5-aDG cells, AlphaScreen; AID 624168, 2012; actives 0.22% (n = 360,000); activation, % at 10 µM; alpha-DG glycosylation AlphaScreen (IIH6); 0% Pro5, 100% B10-LARGE cell signal;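 active means activation of at least 8% versus controls, or a plate z-score of at least 8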;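 further: Pro5 are CHO cells carrying HIG-tagged alpha-DG that lacks glycosylation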
An asterisk follows results filed as active; ? = inconclusive; nt = not tested or not shown.

SMILES	CaV13 ICDI inh	Vif imaging	NR2E3 ag-1	iPSC survival up	Peg3 prom inh	HIF-2a inh	MITF TRPM1 inh	Exocytosis inh	PDI turbidity	NR2E3 ag-2	aDG glyco act
O=C(CSc1nc(O)c(C2CCCCC2)c(=O)[nH]1)Nc1ccc(Cl)cc1	nt	nt	2.5	0.1	12.5	7.9	4.9	-4.3	3.8	-13.0	-0.2
Oc1c(Br)cc(CNC2CCCCC2)cc1Br	-2.9	-4.1	nt	-2.8	4.6	7.5	13.1	-1.8	-3.0	-4.3	-0.3
Cn1c(NC(=O)c2cc(-c3ccc4c(c3)OCO4)nc3ccccc23)cc(=O)n(C)c1=O	nt	5.6	-0.1	-3.2	-111.5	-166.4	-28.4	-0.9	5.9	-24.6	0.0
Cc1ccnc(NC(=O)CNC(=O)c2ccc3ccccc3c2)c1	-13.6	-20.7	3.4	-0.3	-96.2	-107.6	-0.2	-7.3	3.4	-2.0	0.1
COC(=O)C1=C[C@@H](C(=O)OC)C2C3=C(C(=O)C24CCCCC4)[C@H](C)n2c(=O)n(C)c(=O)n2[C@@H]3C1 (stereo partly specified)	-10.5	-4.1	6.9	-1.1	-0.1	0.9	-7.9	5.1	-0.4	-3.7	0.1
COc1ccc2nc(SCC(=O)c3ccco3)[nH]c2c1	-8.3	10.3	1.6	2.3	-295.7	-307.9	-94.6	-2.1	-3.2	-74.8	-0.1
CCN1C(=O)[C@H]2[C@@H](c3ccc(-c4ccc(C(C)=O)cc4)c(OC)c3)N[C@@](Cc3ccccc3)(C(=O)OC)[C@H]2C1=O	-10.2	-6.7	7.2	-0.3	14.3	10.5	3.6	-2.4	3.4	-0.4	0.9
C/C(=N/NC(=O)c1sc(=S)n(C)c1C)c1ccccc1	-6.6	7.7	6.6	2.5	-14.5	-25.8	-13.7	2.8	8.3	2.5	0.0
Cc1cc(C)nc(SCC(=O)N2CCOCC2)n1	-5.5	-2.2	2.4	1.4	5.6	2.2	10.4	-4.4	-6.8	5.9	-0.1
Cc1ccc(NC(=O)CN(C)C(=O)/C=C/c2ccc3c(c2)OCO3)cc1	-1.7	-1.5	1.2	6.8	-14.6	-15.8	nt	-3.7	-4.3	-6.7	0.1
O=C(CC1c2ccccc2C=C(c2ccsc2)N1c1ccc(-c2cccnc2)cc1)C1CC1 (stereo unspecified)	-9.6	nt	nt	0.2	nt	-58.6	nt	5.5	nt	-38.7	0.5
Cc1ccc(S(=O)(=O)N2CC3(O)CN(C(=O)OC(C)C)N(C(=O)OC(C)C)CC3(OC(=O)Nc3c(C)noc3C)C2)cc1 (stereo unspecified)	-5.8	-2.0	nt	5.9	8.2	6.0	nt	3.5	6.8	-14.9	0.2
CCC(C)(C)NC(=O)C(c1cccc(OC)c1OC)N(C(=O)CCC(=O)Nc1cc(C)on1)C(C)C (stereo unspecified)	-2.8	7.8	0.6	-0.6	7.7	2.4	-16.4	7.9	4.2	15.8	0.0
C[C@H](O)[C@@H]1CN2CCc3c([nH]c4ccc(-c5ccc6c(c5)OCO6)cc34)[C@@H]2C[C@@H]1N(C)C(=O)NC1CCCCC1	-3.4	2.4	nt	-1.6	-2.0	2.2	nt	42.9	-1.2	-6.0	0.3
COc1cccc(Cn2cnc3c([N+](=O)[O-])c(C)c(C)cc32)c1	-2.9	5.3	2.7	0.2	6.9	0.9	4.8	-4.9	-7.5	-36.5	0.3
COc1ccc(-c2csc(NC(=O)c3ccccc3NS(=O)(=O)c3ccc(C)cc3)n2)cc1	-5.4	nt	0.3	3.2	55.1*	1.0	6.5	28.5	1.1	95.0*	0.5
Cc1ccccc1COc1cccc(/C=N/NC(=O)c2nnn(-c3nonc3N)c2C)c1	-3.2	0.5	-1.9	-0.6	74.3*	-8.8	9.3	8.3	-8.8	-21.7	-0.8
CNC(=O)/C(=C\c1ccco1)NC(=O)c1ccco1	-11.0	-8.3	-0.4	-0.3	7.5	12.9	12.8	-4.1	4.6	-15.9	0.0
C[C@H]1CN([C@@H](C)CO)C(=O)c2cc(NC(=O)Nc3cccc4ccccc34)ccc2O[C@@H]1CN(C)Cc1ccc(-c2ccccc2)cc1	-5.4	nt	nt	-3.5	19.5	6.0	1.8	-4.7	2.1	4.0	2.0
CC1=C(C(=O)Nc2ccccn2)C(c2ccc3c(c2)OCO3)C2=C(CC(C)(C)CC2=O)N1 (stereo unspecified)	7.0	-24.6	-1.4	1.0	-27.1	-38.6	-27.0	-6.0	13.6	16.1	0.4
COc1ccc(C(=O)C(Cc2cc(C(C)=O)ccc2OC)N2CCCC2)cc1 (stereo unspecified)	4.9	3.7	-1.4	0.9	8.0	6.8	8.9	0.5	-0.7	6.2	0.9
CCNc1nnc(SCC(=O)NC2CCCCCC2)s1	-5.0	-1.8	nt	-0.4	6.6	-3.2	5.1	-2.0	5.4	4.8	-0.2
CC(C)(C)n1nc2c(c1NC(=O)Cc1ccc([N+](=O)[O-])cc1)CS(=O)(=O)C2	-6.0	-0.2	1.2	0.4	20.7	-5.2	7.8	-18.6	0.3	-2.5	-0.1
COc1cccc(-c2cc(C(=O)N3CCN(C(c4ccccc4)c4ccccc4)CC3)no2)c1	-7.7	nt	-0.6	-1.7	36.6	-0.2	-2.2	1.8	-0.9	-7.9	0.5
Cc1ccn2c(Nc3ccc4c(c3)OCO4)c(-c3ccccn3)nc2c1	-12.9	-7.0	-8.2	-1.2	-17.1	-120.0	33.5	-5.0	-0.1	42.8	3.0
Cn1c(=O)cc(OCCCC(=O)NCCC2=CCCCC2)c2ccccc21	4.5	7.5	-3.7	0.5	-0.6	17.3	-15.9	-4.8	-1.0	-2.9	-0.3
COCC(C)NC(=O)c1cc(-c2ccccc2OC)on1 (stereo unspecified)	-7.1	1.2	-0.9	-2.1	-96.5	-197.5	-20.2	-1.6	1.5	-25.3	0.0
O=C(CN1CCCCCCC1)N/N=C/c1ccccc1F	-4.0	-3.0	4.6	-0.4	-3.4	-28.1	-6.0	-2.0	-6.8	-3.0	0.2
O=C(O)C1CC=CCC1C(=O)NCc1ccc2c(c1)OCO2 (stereo unspecified)	-6.4	-12.1	-2.0	-2.8	-2.6	18.3	3.4	-1.0	0.5	2.4	0.1
COc1ccccc1C(c1nnnn1CCc1ccccc1)N1CCCCCC1 (stereo unspecified)	-3.8	-7.6	-1.4	-0.9	15.6	19.2	5.0	35.1	0.4	-24.1	0.6
COc1ccc(Cl)cc1S(=O)(=O)N1CCCC(C(=O)N2CCOCC2)C1 (stereo unspecified)	nt	9.8	3.5	-0.1	19.4	9.5	9.1	0.8	-14.3	15.6	-0.2
CCOC(=O)CSC1=C(C#N)C(c2ccc(Cl)cc2)CC(=O)N1 (stereo unspecified)	-5.8	-4.0	-1.6	0.4	-8.1	-49.7	-11.7	1.4	-13.1	-14.1	1.6
CCOC(=O)c1ccc(NC(=O)Nc2ccon2)cc1	-4.8	?	3.8	-0.2	-144.0	-86.5	10.4	5.4	6.3	-41.1	-0.1
CC1(C)Cc2c(cnn2-c2cccc(F)c2)C(NC(=O)c2csnn2)C1 (stereo unspecified)	nt	15.9	0.6	-0.2	20.4	15.5	-10.9	-0.3	-4.4	10.5	0.1
Cc1ccc(-c2cc(C(=O)Nc3nn[nH]n3)c3ccccc3n2)c(C)c1	-3.8	4.0	0.0	3.8	2.2	2.4	6.3	1.3	3.3	9.6	-0.3
COc1ccc(OC)c(S(=O)(=O)NCc2cccnc2)c1	nt	4.5	-1.1	-1.9	7.5	11.8	8.5	1.4	0.7	-29.7	-0.1
CCN(CC)S(=O)(=O)c1ccc2c(c1)nc(SCn1nnc3ccccc3c1=O)n2CC	-4.5	8.2	5.1	-0.5	29.3	12.5	5.3	-0.5	-8.4	-28.8	-0.6
Cc1ccc(S(=O)(=O)N2CCC(C(=O)NCCCN3CCCC3=O)CC2)cc1	-4.9	-2.6	nt	3.6	3.2	18.4	-3.5	0.7	-9.1	-16.0	0.3
COc1ccc(CC(=O)OCC(=O)Nc2ccc(Cl)cn2)cc1	nt	-7.3	-1.1	3.2	2.9	12.4	9.8	-0.2	-4.4	-7.8	0.0
COc1ccc(S(N)(=O)=O)cc1C(=O)OCC(=O)N1CC(=O)Nc2ccccc21	-6.1	-2.3	nt	0.2	-3.5	4.7	-19.3	-2.0	-3.7	13.2	0.1
CCOc1ccc(-c2cccc(NC(=O)c3cccs3)c2)nn1	-5.7	-9.8	2.6	-0.4	-23.2	-52.1	9.6	-1.2	-7.7	-20.1	-0.1
CC/C(=N\NC(=O)c1ccc(Br)cc1)c1ccccc1	-7.4	0.9	2.6	3.1	-39.8	-109.9	-5.9	-0.6	15.9	-21.1	0.3
Cc1ccc(C(=O)Nc2ccc3c(c2)CCC3)o1	-2.9	22.7	0.1	-2.3	-207.3	-218.1	-62.6	-1.0	12.6	-153.8	0.4
O=C(NCCN1CCOCC1)c1cc(-c2ccc(F)cc2)nc2ccccc12	-4.4	nt	0.0	0.7	13.2	7.4	-8.5	-1.8	-13.3	-14.5	-0.3
O=C(COc1ccc2c3c(c(=O)oc2c1)CCC3)NC(Cc1ccc(Cl)cc1)C(=O)O (stereo unspecified)	nt	-6.9	1.6	-0.8	1.8	8.5	-3.5	0.5	nt	-0.4	-0.1
CC1(/[N+]([O-])=C/c2ccc(F)cc2)CCCCC1=O (stereo unspecified)	-3.0	-0.8	13.6	3.7	7.6	14.1	2.6	1.7	2.4	0.0	1.4
O=C(Cn1ncc2c(=O)oc3ccccc3c21)N1CCc2ccccc2C1	-7.5	-6.2	-0.4	3.5	-0.1	7.1	-11.7	-0.5	nt	-35.5	-0.2

Three compounds out of the list above, sorted by the number in Peg3 prom inh, rising:
| structure | CaV13 ICDI inh | Vif imaging | NR2E3 ag-1 | Peg3 prom inh | HIF-2a inh | MITF TRPM1 inh | Exocytosis inh | PDI turbidity | NR2E3 ag-2 | aDG glyco act |
| --- | --- | --- | --- | --- | --- | --- | --- | --- | --- | --- |
| CC/C(=N\NC(=O)c1ccc(Br)cc1)c1ccccc1 | -7.4 | 0.9 | 2.6 | -39.8 | -109.9 | -5.9 | -0.6 | 15.9 | -21.1 | 0.3 |
| O=C(Cn1ncc2c(=O)oc3ccccc3c21)N1CCc2ccccc2C1 | -7.5 | -6.2 | -0.4 | -0.1 | 7.1 | -11.7 | -0.5 | nt | -35.5 | -0.2 |
| O=C(NCCN1CCOCC1)c1cc(-c2ccc(F)cc2)nc2ccccc12 | -4.4 | nt | 0.0 | 13.2 | 7.4 | -8.5 | -1.8 | -13.3 | -14.5 | -0.3 |
